# Pf growth 48h: inhibits P. falciparum growth in the first generation, 48 h. P. falciparum luciferase growth in erythrocytes, 48 h. Potency, µM (titrated, usually from 28.7 µM), without a hit: at the highest dose activity change, negative = inhibition, hits mostly inhibitors. actives 5.9% (n = 310,000). AID 504832; also: potency is read from the fitted curve at half-maximal effect; % is scaled to controls: 0 for no effect and ±100 for the full control effect
#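 Here the parasites carry a stable luciferase gene and grow inside erythrocytes in Albumax-based RPMI medium with compound for one erythrocytic cycle. Activity is scored as loss of luminescent signal.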
# LmPK inhibitor: LmPK (Leishmania mexicana) enzyme inhibition; purified LmPK, Kinase-Glo ATP luminescence, 1 h; Potency, µM (series often up to 57.5 µM), inactives show at the top dose activity change, negative = inhibition, actives largely listed as inhibitors; actives 0.37% (n = 290,000); also: potency is read from the fitted curve at half-maximal effect; % is scaled to controls: 0 for no effect and ±100 for the full control effect
# Target sequence (Q27686 whole entry, looked up): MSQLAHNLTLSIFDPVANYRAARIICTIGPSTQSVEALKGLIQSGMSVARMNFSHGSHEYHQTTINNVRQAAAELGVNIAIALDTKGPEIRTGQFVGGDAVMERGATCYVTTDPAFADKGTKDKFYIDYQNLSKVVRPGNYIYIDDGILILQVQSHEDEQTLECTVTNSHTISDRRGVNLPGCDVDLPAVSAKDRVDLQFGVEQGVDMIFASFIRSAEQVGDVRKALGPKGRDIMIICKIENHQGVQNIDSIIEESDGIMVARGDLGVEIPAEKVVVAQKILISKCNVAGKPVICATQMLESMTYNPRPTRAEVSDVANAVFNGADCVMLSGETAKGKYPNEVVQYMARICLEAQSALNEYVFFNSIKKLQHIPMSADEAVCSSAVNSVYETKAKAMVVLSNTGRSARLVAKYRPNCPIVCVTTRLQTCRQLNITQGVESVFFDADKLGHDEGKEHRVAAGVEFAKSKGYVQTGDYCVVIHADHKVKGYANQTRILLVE
#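 Purified LmPK (0.1 nM) converted ADP (0.1 mM) to ATP with PEP (0.5 mM) in imidazole buffer pH 7.2 with KCl and MgCl2, 1 h at room temperature. ATP was read by Kinase-Glo luminescence; data normalized to uninhibited and no-enzyme controls.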
# Pf growth 96h: P. falciparum growth inhibition at 96 hour, primary screen for plastid delayed-death inhibitors. Potency, µM (titrated, usually from 28.7 µM), inactives show top-dose activity change, negative = inhibition, most hits filed as inhibitors. actives 6.9% (n = 320,000). P. falciparum luciferase reporter growth, 96 h; also: potency is read from the fitted curve at half-maximal effect; % is scaled to controls: 0 for no effect and ±100 for the full control effect
#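 P. falciparum expressing integrated firefly luciferase, in erythrocytes at 2% hematocrit, 0.05% parasitemia, incubated with compounds 96 h at 37 C, 5% CO2. Growth inhibition read as loss of luminescence; two-generation exposure targets delayed-death apicoplast inhibitors.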
# CHX counter: counter-screen for Shiga toxin inhibitors: cycloheximide protein synthesis inhibition. cell reporter, cycloheximide protein synthesis inhibition counterscreen. max response, %. actives 12% (n = 300,000). AID 2314; in the data active = max response mostly above about 13%, no sharp cut-off; inactive = mostly below about 14%; also: read at 38.3 µM for the half of the compounds with a filed dose; 0% is about no effect
# Shiga inhibitor: blocks Shiga toxin action in Vero cells. AID 2315. Vero cells, Shiga toxin protein synthesis inhibition reporter. actives 9.2% (n = 290,000). inhibition, % at 38.7 µM; in the data active = inhibition mostly above about 28%, no sharp cut-off; inactive = mostly below about 43%; also: 0% is about no effect
# Tb PYK inh: blocks Trypanosoma brucei pyruvate kinase; Potency, µM (titrated, usually from 76.8 µM), without a hit: top-dose activity, negative = inhibition, actives largely listed as inhibitors; Q57TT1; actives 0.12% (n = 410,000); TbPYK enzyme, Kinase-Glo Plus ATP luminescence, 45 min; AID 624173; also: potency is read from the fitted curve at half-maximal effect; % is scaled to controls: 0 for no effect and ±100 for the full control effect; nearly all actives have a fitted effect of over 50% in size
#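 Assay buffer: 50 mM TEA pH 7.2, 100 mM KCl, 10 mM MgCl2, 0.05% BSA, 0.01% Tween-20. Pyruvate kinase from T. brucei plus substrate met compound, then ADP (130 uM final). Luminescence was read post 45 min RT.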
# HCV inhibitor: inhibitors of hepatitis C virus infection; Huh7.5.1 HCVcc-Cre infection, luciferase reporter, 44 h; Potency, µM (top dose mostly 41.8 µM), inactives show at the highest dose activity change, negative = inhibition, usual class: inhibitors; actives 3.4% (n = 340,000); also: potency is read from the fitted curve at half-maximal effect; % is scaled to controls: 0 for no effect and ±100 for the full control effect
#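 Reporter virus HCVcc-Cre (~0.5 moi) infects cells exposed to compound; seeding density 1,000 cells/well with 4 h settling beforehand. Luminescence, 15 sec read, taken 44 h post-infection following a 15 min RT substrate incubation.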
# * hit, by the source's call; u = inconclusive; x = no result given; [ ] = another dose, or the depositor's remark. Unless noted, calls follow the shape of the dose curve; as a rule, active = well fitted curve in the direction sought with a large enough effect; inconclusive = small, poorly fitted or top-dose-only effect, or another doubt; inactive = no such curve, though single readings can be large; an effect the other way counts as inactive or inconclusive.
canonical_smiles	CHX counter	LmPK inhibitor	Shiga inhibitor	HCV inhibitor	Tb PYK inh	Pf growth 96h	Pf growth 48h
O=C(NCc1cccnc1)c1c[nH]c2cc3c(cc2c1=O)OCCO3	35*	1%	145*	u	-10%	u	u
COc1ccc(Oc2nnc(-c3ccc(C)cc3)c3ccccc23)cc1	-7	3%	-27	22%	4%	13%	4%
CCC(c1nnnn1C1CCCC1)N1CCN(c2ccccc2F)CC1 (configuration not stated)	14	0%	-16	7%	2%	6%	u
COc1ccc(NC(=O)CNC(=O)C23CC4CC(CC(C4)C2)C3)c(OC)c1	x	x	x	-3%	10%	-15%	u
COc1ccc(C)cc1S(=O)(=O)Nc1cccc(Cl)c1	1	0%	-12	u	-1%	1%	u
COc1ccc(-c2nc3c(c(SCC(=O)N4CCOCC4)n2)Cc2c(CO)cnc(C)c2O3)cc1	13	-4%	-5	u	-6%	14%	u
CCOc1nc(-c2ccccc2)ccc1-c1noc(COc2ccccc2)n1	8	-1%	12	u	-5%	16%	u
O=c1/c(=C/c2ccccn2)sc2nc3ccccc3n12	36*	u	126*	0%	-8%	153%[activator]	176%[activator]
Clc1ccccc1CN1CCN(c2ccccc2)CC1	-2	-5%	-1	-9%	-5%	17%	x
O=C(CCN1C(=O)C2C3CC(C(Br)C3Br)C2C1=O)OCC(=O)c1cccc([N+](=O)[O-])c1 (configuration not stated)	-2	0%	-8	-5%	32%[activator]	39%[activator]	22%
COC(=O)c1c(NC(=O)COC(=O)c2ccccn2)sc(C)c1C	x	x	x	u	-1%	26%	15%
COc1ccc2cc(-c3cccnc3)ncc2c1	x	x	x	-29%	1%	-19%	5%
CC(C)N(C(=O)CSc1nnc(Cc2csc(Nc3ccccc3)n2)o1)C(C)C	12	2%	18	-27%	-18%	3%	u
CCn1cc(CCCC(=O)NCc2cccnc2)c2ccccc21	-2	4%	-4	-18%	2%	36%[activator]	5%
Cn1c(=O)cc(SCC(=O)NCCCN2CCOCC2)c2ccc(Cl)cc21	-3	-2%	-7	-1%	-4%	16%	0%

# Given with each value named: part of the list above
SMILES: CCOc1nc(-c2ccccc2)ccc1-c1noc(COc2ccccc2)n1
  CHX counter = 8 | LmPK inhibitor = -1% | Shiga inhibitor = 12 | HCV inhibitor = u | Tb PYK inh = -5% | Pf growth 96h = 16% | Pf growth 48h = u

SMILES: O=c1/c(=C/c2ccccn2)sc2nc3ccccc3n12
  CHX counter = 36* | LmPK inhibitor = u | Shiga inhibitor = 126* | HCV inhibitor = 0% | Tb PYK inh = -8% | Pf growth 96h = 153%[activator] | Pf growth 48h = 176%[activator]

SMILES: Clc1ccccc1CN1CCN(c2ccccc2)CC1
  CHX counter = -2 | LmPK inhibitor = -5% | Shiga inhibitor = -1 | HCV inhibitor = -9% | Tb PYK inh = -5% | Pf growth 96h = 17% | Pf growth 48h = x

SMILES: O=C(CCN1C(=O)C2C3CC(C(Br)C3Br)C2C1=O)OCC(=O)c1cccc([N+](=O)[O-])c1 (configuration not stated)
  CHX counter = -2 | LmPK inhibitor = 0% | Shiga inhibitor = -8 | HCV inhibitor = -5% | Tb PYK inh = 32%[activator] | Pf growth 96h = 39%[activator] | Pf growth 48h = 22%

# More compounds:
canonical_smiles	CHX counter	LmPK inhibitor	Shiga inhibitor	HCV inhibitor	Tb PYK inh	Pf growth 96h	Pf growth 48h
COc1ccc(N(CC(=O)N2CCN(Cc3ccccc3)CC2)S(C)(=O)=O)cc1OC	-3	1%	-2	8%	2%	18%	6%
N#CCC(=O)Nc1ccc(C(=O)OCC(=O)Nc2ccccc2-c2ccccc2)cc1	-1	10%	-8	-18%	0%	-12%	u
Cc1ccc(C(=O)C2=C(O)C(=O)N(Cc3ccco3)C2c2cccc(Br)c2)o1 (configuration not stated)	6	3%	21	3%	-4%	50%[activator]	17%
CN(C)c1cccc2c(S(=O)(=O)N3CCOCC3)cccc12	-1	-1%	-10	-11%	2%	x	-3%
C=CCO/N=C/C1=C(O)C(C(=O)OC)C(C)(C)CC1=O (configuration not stated)	3	0%	-11	4%	0%	13%	21%
O=C(CN1CCN(S(=O)(=O)c2ccccc2F)CC1)Nc1ccccc1C(=O)c1ccccc1	8	0%	13	u	6%	u	u
O=C(O)c1cc2n(n1)C(C(F)(F)F)CC(c1ccco1)N2 (configuration not stated)	2	2%	-11	2%	2%	u	-2%
COC(=O)c1ccc2c(=O)n(-c3ccccc3F)c(=S)[nH]c2c1	3	-4%	-5	u	4%	-20%	-19%
CCOc1cccc(NC(=O)C2CC(=O)N(C)C(=Nc3cccc(F)c3)S2)c1 (configuration not stated)	1	1%	15	-54%	0%	u	u
CSC1=C(C#N)C(=O)NC(c2ccccc2O)S1 (configuration not stated)	0	12%	-1	19%	-8%	-3%	-2%
O=C(CNC(=O)c1ccccc1F)OCCCOC(=O)CNC(=O)c1ccccc1F	x	x	x	0%[8.37 µM]	1%	31%[activator]	29%
CS(=O)(=O)Nc1ccc(C2=NN(C(=O)c3ccco3)C(c3ccc(F)cc3)C2)cc1 (configuration not stated)	7	3%[11.5 µM]	-9	-5%	-4%	u	u
O=C(c1ccccc1)N(Cc1ccccc1)c1ccccn1	-6	-1%	-5	-1%	-13%	-29%	-1%
O=C(CN1C(=O)NC2(CCCC2)C1=O)Nc1nc(-c2ccc(F)cc2)cs1	-1	-5%	-10	13µM*	12%	-15%	x
CC(=O)c1cc(Cc2csc(C(C)=O)c2)cs1	-4	3%	16	4%	6%	u	4%
CC1(C)Cc2c(cnn2-c2ccccc2)C(NC(=O)CCCn2cncn2)C1 (configuration not stated)	24*	1%	29	16%	11%	12µM*	-19%
O=S(N1CCCCC1)C12CC3CC(CC(C3)C1)C2 (configuration not stated)	-6	0%	2	10%	0%	-3%	24%
Cc1cccc(C)c1NC(=O)CN(C)C(=O)c1ccc(NS(=O)(=O)c2ccc3[nH]c(=O)[nH]c3c2)cc1	x	x	x	u	3%	10%	15%
COC(=O)C1C2c3ccccc3C(c3ccccc32)C1C(=O)OC (configuration not stated)	-1	6%	-6	-9%	-1%	-3%	6%
CC(=O)Nc1ccc(C(=O)OCC(=O)Nc2c(F)cccc2F)cc1	11	6%	3	6%	9%	-5%	-2%
COc1ccc(S(=O)(=O)N2CCN=C2SCc2cccc(C)c2)cc1	0	-7%	18	2%	1%	u	u
CCOc1ccc(C=NC23CN4CN(CN(C4)C2)C3)cc1	-3	-1%	-12	24%	4%	37%[activator]	27%
COc1cc(/C=N\NC(C)=O)ccc1OC/C=C/c1ccccc1	-1	1%	-5	-21%	-1%	u	u
COC(=O)CSc1nsc(SCC(=O)OC)n1	11	0%	-2	9%	0%	-4%	17%
Cc1cc(NC(=O)c2ccc(Cl)cc2Cl)no1	42*	2%	x	-10%	0%	3.7µM*	171%[activator]
Cc1sc(NC(=O)c2c(F)cccc2F)nc1-c1ccccc1	10	1%	14	-29%	-8%	u	0%
Nc1cc(=O)[nH]c(SCC(=O)Nc2cccnc2Cl)n1	-3	7%	-5	u	-11%	9%	0%
CC(=O)OCn1nnc2ccccc2c1=O	-4	7%	5	14%	2%	83%[activator]	10%
COc1ccc(C(=O)Nc2nncs2)cc1S(=O)(=O)N1CCOCC1	5	1%	9	20%	4%	24%	9%
CCN(CC)C(=O)CN(c1cc2c(cc1OC)oc1ccccc12)S(=O)(=O)c1ccc(C)cc1	7	4%	-9	u	4%	x	12µM*
CCN(CC(=O)NC1CCS(=O)(=O)C1)S(=O)(=O)c1c(C)c(C)cc(C)c1C (configuration not stated)	x	x	x	-5%[8.37 µM]	-7%	12%	16%
CCn1c(CNC(=O)c2ccccc2Br)nnc1SCC(=O)NC1=NCCS1	-1	-3%	-8	4%	-12%	14%	-8%
CN(c1ccc(O)cc1)S(=O)(=O)c1ccc2ccccc2c1	24*	-3%	77*	-12%	2%	84%[activator]	107%[activator]
CN(C)c1cccc2c(S(=O)(=O)NCc3ccc(S(N)(=O)=O)cc3)cccc12	-2	0%	-9	-15%	1%	-9%	u
COc1ccc2ccc(O)c(CN3CCN(S(=O)(=O)c4cc([N+](=O)[O-])ccc4C)CC3)c2c1	x	x	x	-18%	2%	u	u
COc1ccccc1C(=O)NC(=O)COC(=O)CNC(=O)c1ccc(Cl)cc1Cl	x	x	x	-4%	0%	26%	5%
CCc1noc(C)c1C(=O)N1CCN(S(=O)(=O)c2cccc(C(F)(F)F)c2)CC1	x	x	x	12%	-1%	-3%	1%
CC1=CC2=NC(=O)/C(=C\c3ccc(-c4cccc(Cl)c4)o3)C(=N)N2O1	1	1%	-4	u	-9%	0%	2%
Cc1cccc(-c2nc(CS(=O)CC(=O)NCc3cccs3)c(C)o2)c1 (configuration not stated)	-3	5%	-20	-7%	2%	u	x
Cc1ccc(NC(=O)CCN2C(=O)C3CC=CCC3C2=O)cc1Cl (configuration not stated)	x	x	x	-14%	-7%	7%	-14%
CCOC(=O)c1ccc(NC(=O)c2cc(F)c(F)cc2Cl)cc1	18*	0%	48	u	0%	-13%	11%
CCOC(=O)N1CCN(C(=O)C(CC(C)C)NS(=O)(=O)c2ccc(C)cc2)CC1 (configuration not stated)	x	x	x	22%	6%	0%	-13%
O=S(=O)(NCc1ccccc1Cl)c1ccc(-n2cccn2)cc1	2	-8%	-5	-7%	9%	-7%	2%
O=C(CSc1ncnc2c1cnn2-c1ccccc1)NC1CCS(=O)(=O)C1 (configuration not stated)	x	x	x	u	6%	-14%	2%
CC(OC(=O)c1ccccc1NS(=O)(=O)c1cccc(C(F)(F)F)c1)C(=O)N(C)Cc1ccccc1 (configuration not stated)	-2	0%	-16	u	-5%	10µM*	u
COc1ccc(N2CCN(C(=S)NC(=O)c3cccs3)CC2)c([N+](=O)[O-])c1	-3	1%	-7	-5%	-5%	9%[5.75 µM]	-20%[5.75 µM]
CC(C)OC(=O)c1cc2c(=O)[nH]c(C(Cl)(Cl)Cl)nc2o1	30	-4%[11.5 µM]	28	-14%	9%	-77%	u
COc1ccc(C)cc1NC(=O)CNC(c1ccccc1)c1ccccc1	7	-1%	5	u	-7%	u	7.4µM*
O=C(COC(=O)CCC(=O)c1ccc(Cl)cc1)NCc1ccco1	5	0%	24	18%	-2%	4%	38%
CCOC(=O)[C@@H]1[C@H]2COc3ccccc3[C@@H]2N2C(=O)N(c3cccc(Cl)c3)C(=O)[C@]12C	3	1%	14	1%	-2%	u	u
CCCN1CCC(NC(=S)Nc2ccc(OC)c(OC)c2)CC1	-3	1%	13	9%	10%	-6%	18%
Cc1cccc(C)c1NC(=O)CNC(=O)C(C)N1CCN(c2cccc(Cl)c2)CC1 (configuration not stated)	x	x	x	-30%	3%	-8%	u
COC(=O)CNc1ccc2c(c1)OCO2	8	-2%	9	3%	-18%	u	16%
COC(=O)Nc1ccc2c(c1)N(C(=O)CCN1CCOCC1)c1ccccc1S2	3	-2%	-19	16%	3%	u	u
Cc1ccc(S(C)(=O)=O)cc1C(=O)N1CC(C(N)=O)Oc2ccccc21 (configuration not stated)	-8	-3%	-9	-13%	-15%	13%	16%
CCC(=O)NC(c1ccc([N+](=O)[O-])cc1)c1c(O)ccc2ccccc12 (configuration not stated)	-2	5%	-10	u	-1%	u	4.1µM*
CNC(=O)c1cc(C(=O)c2ccccc2C(F)(F)F)c[nH]1	-2	-1%	-13	-9%	4%	1%	-7%

# Source: PubChem
